Assay outcomes as filed in PubChem BioAssay.
IL1B NFkB inh – blocks IL-1B driven NFkB nuclear translocation in HUVEC cells; HUVEC IL-1B NFkB p65 nuclear translocation imaging; hit rate 0.43% among 94,000; AID 796; inhibition, % at 2 µM;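 active = inhibition above about 30% together with a positive call from visual inspection of the well image, limit read from the data; inconclusive = inhibition above a set limit but visual check negative; inactive = inhibition not above a set limit, visual check negative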;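 also: nuclear over cytoplasmic p65 intensity ratio measured by imaging; 0% = IL-1B stimulated DMSO wells and 100% = unstimulated DMSO wells; values of inactives mirror those of a sister screen read the other way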
MRP reversal – MRP-mediated drug resistance reversal | H69AR cells + 2 uM doxorubicin, CellTiter-Glo, 72 h | differential viability (reversal), % at 10 µM | hit rate 0.04% among 85,000 | AID 602;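 active = viability drop by adding the cancer drug above about 55%, with treated viability meeting a 40% cutoff, limit read from the data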;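 also: viability without doxorubicin minus viability with 2 µM doxorubicin for each compound; larger differential means the compound sensitizes cells more to doxorubicin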
PLAP inhibition – inhibition of human placental alkaline phosphatase – biochemical, luminescence, HTS (AID 690). purified PLAP, luminescent substrate; higher % means a stronger effect. inhibition, % at 20 µM, or IC50 in µM where a hit was titrated. hit rate 0.08% among 96,000; in the data active = a potency from the dose series; inactive = the rest, 99 in 100 with inhibition below about 30%; also: strong numbers were not always called active
IL1B NFkB pot – enhances IL-1B driven NFkB nuclear translocation. HUVEC IL-1B NFkB p65 nuclear translocation imaging. activation, % at 2 µM. hit rate 0.3% among 94,000. AID 819;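 active = activation above 40%, about the mean plus 3 SD, also judged a hit on visual image review; inconclusive = activation above 40% but not a hit on visual review; inactive = activation not above 40% and no visual hit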;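 also: percent activation is computed from the nuclear over cytoplasmic p65 intensity ratio; values of inactives mirror those of a sister screen read the other way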
Bcl-B TR3 displacers – displacers of TR3 peptide from Bcl-B, primary screen, selectivity assay for Bfl-1 inhibitor project, biochemical, fluorescence polarization. FP displacement of FITC-TR3 peptide from Bcl-B; higher % means a stronger effect. hit rate 0.11% among 96,000. one-dose displacement, % at 20 µM; IC50 in µM for titrated hits;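 active = displacement above 50% at 20 µM plus a fluorescence interference ratio under 1.5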;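 also: plate controls were wells without compound for no effect and wells lacking Bcl-B protein for full effect; a part of the inactive calls stands beside numbers as strong as those of hits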
MRP reversal cytotoxicity – second read-out of MRP reversal, no call of its own (marks repeat the call); viability, %; H69AR cells, CellTiter-Glo, 72 h; measured here: cytotoxicity without doxorubicin
MRP reversal with doxorubicin – second read-out of MRP reversal, no call of its own (marks repeat the call); viability, %; measured here: viability with 2 uM doxorubicin; active compounds read low
IL1B NFkB inh cell count 2 µM – also measured in IL1B NFkB inh; calls as there; cell count; measured here: cells passing quality filter;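 raw number of nuclei counted in each imaged well without normalization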
IL1B NFkB pot cell count 2 µM – recorded beside IL1B NFkB pot, whose call it bears; cell count; measured here: cells passing quality filter
The depositor's hits bear a star; ? = inconclusive; nt = not tested or not shown.

canonical_smiles	PLAP inhibition	IL1B NFkB inh cell count 2 µM	IL1B NFkB pot cell count 2 µM	Bcl-B TR3 displacers	MRP reversal cytotoxicity	IL1B NFkB pot	MRP reversal	IL1B NFkB inh	MRP reversal with doxorubicin
COc1ccc(/C=N/n2c(SC)nnc(C(C)(C)C)c2=O)c(OC)c1	-9%	121	121	-5%	111	7	25	-7	86
Cc1cc(=O)oc(C)c1C(=O)N1CCN(C(c2ccccc2)c2ccccc2)CC1	-27%	114	114	-16%	81	20	15	-20	66
CCCNC(=O)NC(=O)COc1ccc2oc3ccccc3c2c1	24%	148	148	11%	nt	8	nt	-8	nt
CS(=O)(=O)N1CCC(C(=O)N2CCC(Cc3ccccc3)CC2)CC1	-38%	97	97	-6%	79	3	8	-3	72
O=S(=O)(Nc1cccnc1)c1cc(Cl)ccc1Cl	-19%	168	168	2%	98	3	15	-3	83
Cc1cc(C)cc(OCc2ccc(C(=O)O)o2)c1	-7%	137	137	-7%	101	2	7	-2	93
Cc1ccc(Nc2nc(CSc3nnnn3-c3ccccc3)cc(=O)[nH]2)cc1	-63%	116	116	-10%	23	13	-19	-13	42
CCN(CC)c1nc2ccccc2n2cnnc12	-1%	112	112	12%	73	10	-12	-10	85
C#Cc1ccc(C(=O)Nc2cc(C(N)=O)ccc2N2CCOCC2)cc1	-11%	nt	nt	4%	62	nt	-10	nt	72
COc1ccc(N(CN2C(=O)c3ccccc3C2=O)C(=O)C(C)C)cc1	-13%	58	58	5%	94	6	5	-6	89
Cc1ccc(SCCC(=O)Nc2c(C)n(C)n(-c3ccccc3)c2=O)cc1	-11%	115	115	0%	103	-7	6	8	97
CCNC(=O)COc1cccc2ccccc12	11%	191	191	7%	nt	8	nt	-8	nt
COC(=O)Cn1c(CCS(=O)(=O)c2ccc(Cl)cc2)nc2ccccc21	11%	173	173	2%	62	-5	-8	5	70
Cc1ccc(C(=O)/C=C/c2cn(CN3CCN(C)CC3)c3ccccc23)cc1	-8%	218	218	-2%	6	29	-6	-29	12
COc1cc(C(=O)N2CCN(C/C=C/c3ccccc3)CC2)cc(OC)c1OC	nt	136	136	nt	60	4	29	-4	31
Cc1ccccc1-c1nnc2s/c(=C\c3ccc(N(C)C)cc3)c(=O)n12	21%	nt	nt	-130%	101	nt	-7	nt	107
COC(=O)C1=C(C)NC(=O)NC1c1cccc(OC)c1OCc1ccccc1 (stereo unspecified)	-26%	138	138	-11%	91	0	-4	0	95
Cc1cc(C)c(C)c(OCc2nc(-c3cccnc3)no2)c1	13%	121	121	-8%	91	3	-35	-3	126
CN(CC(=O)Nc1cccc2c1CCCC2)S(=O)(=O)c1ccc(Br)cc1	0%	141	141	0%	nt	-14	nt	14	nt
O=S(NCc1ccccc1)C12CC3CC(CC(C3)C1)C2 (stereo unspecified)	-16%	nt	118	-7%	97	-58	21	?	77

Part of the list above in a different format:
COC(=O)Cn1c(CCS(=O)(=O)c2ccc(Cl)cc2)nc2ccccc21
  PLAP inhibition = 11% | IL1B NFkB inh cell count 2 µM = 173 | IL1B NFkB pot cell count 2 µM = 173 | Bcl-B TR3 displacers = 2% | MRP reversal cytotoxicity = 62 | IL1B NFkB pot = -5 | MRP reversal = -8 | IL1B NFkB inh = 5 | MRP reversal with doxorubicin = 70
CS(=O)(=O)N1CCC(C(=O)N2CCC(Cc3ccccc3)CC2)CC1
  PLAP inhibition = -38% | IL1B NFkB inh cell count 2 µM = 97 | IL1B NFkB pot cell count 2 µM = 97 | Bcl-B TR3 displacers = -6% | MRP reversal cytotoxicity = 79 | IL1B NFkB pot = 3 | MRP reversal = 8 | IL1B NFkB inh = -3 | MRP reversal with doxorubicin = 72

Following part
canonical_smiles	PLAP inhibition	IL1B NFkB inh cell count 2 µM	IL1B NFkB pot cell count 2 µM	Bcl-B TR3 displacers	MRP reversal cytotoxicity	IL1B NFkB pot	MRP reversal	IL1B NFkB inh	MRP reversal with doxorubicin
COc1ccc(C2CC(c3ccccc3Cl)Nc3ncnn32)cc1OC (stereo unspecified)	-86%	80	80	2%	87	-1	19	1	68
CC(=O)c1sc2nc(-c3cccs3)ccc2c1N	-6%	202	202	-22%	77	25	-2	-25	80
O=C(O)CSc1nc2c(c(=O)[nH]1)CCCC2	15%	211	211	2%	91	27	-6	-27	96
COc1cc(O)oc1C=Nc1ccccc1	-19%	120	120	-18%	nt	-8	nt	8	nt
Cc1cc(Cl)c(S(=O)(=O)NC2CCCCC2)cc1OCC(=O)Nc1nncs1	nt	172	172	nt	45	-1	-24	1	69
Cc1ccc2nc3c(cc(C#N)c(=O)n3-c3nccs3)c(=O)n2c1	-8%	nt	nt	33%	nt	nt	nt	nt	nt
N#CC1=C(N)Oc2n[nH]c(-c3cccs3)c2C1c1cccnc1 (stereo unspecified)	-58%	187	187	6%	107	22	20	-22	87
O=C(O)CC1S/C(=N\N=C/c2ccccc2)N(c2ccc(O)cc2)C1=O (stereo unspecified)	-12%	161	161	-2%	nt	6	nt	-6	nt
COc1ccc(CCCc2nnc(SCC(=O)Nc3cc(C)c(C)cc3Br)o2)cc1	0%	119	119	0%	93	0	3	0	90
COc1ccc(-n2c(O)c(C=NC3CC3)c(=O)[nH]c2=O)cc1	15%	111	111	-14%	92	2	-9	-2	101
O=C(CSc1nnc(CNC(=O)c2cccs2)o1)c1ccccc1	6%	193	193	10%	93	10	11	-10	82
CCN(CC)CCNC(=O)CCn1c(=S)[nH]c2cc3c(cc2c1=O)OCO3	-26%	119	119	-8%	84	-1	-11	1	95
COc1cc(C)c(S(=O)(=O)n2nnc3ccccc32)cc1C	4%	147	147	13%	108	2	14	-2	93
CCOc1cc(C)nc(N2CCN(C3CCCCC3)CC2)n1	-81%	148	148	-2%	81	-4	2	4	79
CCCCN(CC)C(=O)CN1C(=O)c2ccccc2C1=O	-1%	173	173	-5%	98	8	3	-8	95
CCCCNC(=O)CC1N=C2c3ccccc3N=C(SCC(=O)Nc3ccccc3C)N2C1=O (stereo unspecified)	-38%	64	64	5%	71	2	-16	-2	86
CCCSc1nc2c(cnn2-c2ccccc2)c(=O)[nH]1	-16%	nt	nt	-2%	106	nt	12	nt	94
Cc1cc(C)nc(NS(=O)(=O)c2ccc(NC(=O)CCCN3C(=O)c4ccccc4C3=O)cc2)n1	-36%	nt	nt	3%	99	nt	-9	nt	108
Nn1c(SCc2nc3ccccc3[nH]2)nnc1C1CCCCC1	-112%	137	137	-8%	93	3	-6	-3	99
CCCCOC(=O)Cn1c(=N)n(CCN2CCOCC2)c2ccccc21	nt	158	158	nt	95	-8	11	8	85
CCOC(=O)c1cnc(-n2nc(C)cc2C)nc1Nc1ccc(C)cc1	-5%	130	130	-4%	nt	-9	nt	9	nt
O=C(Nc1ccc2c(c1)OCO2)C1CC(c2c(F)cccc2Cl)=NO1 (stereo unspecified)	38%	184	184	-7%	90	1	7	-1	83
O=C(COC(=O)c1cccnc1Nc1cccc(C(F)(F)F)c1)NCCN1C(=O)CSC1=O	-90%	103	103	-16%	60	-11	-13	10	73
O=C(Nc1ccccc1)c1cc(-c2ccccc2Cl)no1	11%	185	185	-3%	nt	-2	nt	2	nt
CC1(C)NC(=O)N(CNc2cc(Cl)ccc2Cl)C1=O	-1%	110	110	5%	94	6	14	-6	79
O=C(Nc1nnc(-c2cccs2)o1)c1cccc(C(F)(F)F)c1	-107%	nt	nt	-44%	23	nt	-24	nt	47
Cc1c(Br)c(C(N)=O)nn1C	-8%	169	169	14%	nt	5	nt	-5	nt
CN(C)c1nc(-c2ccccc2)nc(-c2ccc(Cl)cc2)c1C#N	-18%	67	67	4%	32	23	-8	-22	39
Cn1cnc([N+](=O)[O-])c1Nc1ccccc1O	nt	172	172	nt	100	4	12	-4	88
Cc1cc2c(=O)n(Cc3ccco3)c(SCC(=O)NCc3ccco3)nc2s1	11%	130	130	0%	83	19	-2	-19	84
COc1cc2c(cc1OC)C(c1ccccc1O)N(C1CC(=O)N(c3ccccc3)C1=O)CC2 (stereo unspecified)	-79%	146	146	-10%	97	6	11	-6	86
N#CCC(=O)N/N=C/c1ccc(OS(=O)(=O)c2ccccc2)cc1	5%	147	147	11%	nt	3	nt	-2	nt
CC(=O)N1CCCc2cc(S(=O)(=O)N(C)Cc3ccccc3)ccc21	2%	118	118	-9%	nt	22	nt	-22	nt
COc1cccc(/C=N/n2c(CO)nc3ccccc32)c1OC	13%	95	95	9%	85	3	-6	-3	92
Cc1cccc(COc2ccccc2/C=N/Nc2ccc([N+](=O)[O-])cc2)c1	46%	160	160	-125%	nt	18	nt	-18	nt
CCc1c(C(=O)Nc2ccc(OC)cc2)[nH]c(C)c1C(C)=O	12%	148	148	-4%	26	-12	-17	12	44
O=C(NCCN1CCOCC1)c1cc(=O)[nH]c2ccc(Br)cc12	2%	158	158	8%	89	6	11	-6	77
COC(=O)c1[nH]c2ccc(Br)cc2c1NC(=O)CN1CCCCC1CCO (stereo unspecified)	-32%	129	129	-5%	56	-1	-15	1	71
Cc1ccc(NC(=O)CN2CCC(C(=O)c3ccc(F)cc3)CC2)cc1	nt	126	126	nt	94	10	8	-10	87
O=C(Nc1cccc(S(=O)(=O)C(F)F)c1)c1ccc(S(=O)(=O)N2CCOCC2)cc1	10%	117	117	-10%	91	20	10	-20	82
COc1ccc(CCNC(=O)c2cnn(-c3ccc(C)c(C)c3)c2NC(=O)c2ccco2)cc1OC	-25%	190	190	-6%	78	6	-10	-6	87
O=C(c1ccc(Cl)cc1)c1cnc(-c2ccccc2)s1	7%	160	160	5%	nt	5	nt	-5	nt
O=C(CCn1c(=O)sc2ccccc21)NCc1ccccc1	14%	137	137	-7%	89	-3	5	3	85
COC(=O)C1=C(O)/C(=C\c2ccc(CNC(=O)C(=O)Nc3ccc(C)c(C)c3)o2)N=C1C	-38%	143	143	-35%	40	4	-24	-4	64
COc1ccc(CCNC(=O)c2ccc(N3CCCC3=O)cc2)cc1OC	-41%	171	171	-2%	82	7	3	-7	78
C=CCNC(=O)c1c(N)n(-c2ccc3c(c2)OCO3)c2nc3ccccc3nc12	-1%	219	219	-12%	13	26	-11	-26	23
Cc1scc(C(=O)NNC(=S)NCC2CCCO2)c1C (stereo unspecified)	-119%	153	153	3%	nt	1	nt	-2	nt
CCCCOC(=O)c1ccc(NC(=O)Nc2ccc(OC)c(OC)c2)cc1	-23%	126	126	8%	82	3	7	-3	75
COc1cc2c(=O)nc3n(c2cc1OC)C(c1ccccc1)N=C(N)N3 (stereo unspecified)	6%	174	174	-8%	92	5	-6	-5	98

This is a subset, so the mix of outcomes need not match the whole.
